Source: PubChem
CR mimetic SO: caloric restriction mimetics inhibiting age-related superoxide in yeast | S. cerevisiae aged cells, superoxide DHE fluorescence; active compounds read low | AID 2690 | superoxide response (% of plate mean), % at 10 µM | 0.18% of 330,000 active;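 active means superoxide response under a set limit, about three screen SD below normal, cut at about 65% in these data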;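 further: yeast aged for seven days with compound at 30 °C before DHE staining; 100% = average MFI of all compound-treated wells on the plate with controls excluded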
GASC-1 inh: inhibitors of human GASC-1 (JMJD2C) demethylase; Q9H3R0; GST-JMJD2C(1-420) H3K9me3 demethylation, DELFIA europium; inhibition, % at 2.35 µM; 0.069% of 330,000 active;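 active means more than half of a compound's replicate wells show inhibition beyond 50%, single wells judged on their own value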;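 further: signal counts dimethyl H3K9 product captured on neutravidin plate; 0% = median of DMSO wells and 100% = 0.3 times that DMSO median; strong numbers were not always called active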
Target sequence (Q9H3R0 1-420 limits assumed): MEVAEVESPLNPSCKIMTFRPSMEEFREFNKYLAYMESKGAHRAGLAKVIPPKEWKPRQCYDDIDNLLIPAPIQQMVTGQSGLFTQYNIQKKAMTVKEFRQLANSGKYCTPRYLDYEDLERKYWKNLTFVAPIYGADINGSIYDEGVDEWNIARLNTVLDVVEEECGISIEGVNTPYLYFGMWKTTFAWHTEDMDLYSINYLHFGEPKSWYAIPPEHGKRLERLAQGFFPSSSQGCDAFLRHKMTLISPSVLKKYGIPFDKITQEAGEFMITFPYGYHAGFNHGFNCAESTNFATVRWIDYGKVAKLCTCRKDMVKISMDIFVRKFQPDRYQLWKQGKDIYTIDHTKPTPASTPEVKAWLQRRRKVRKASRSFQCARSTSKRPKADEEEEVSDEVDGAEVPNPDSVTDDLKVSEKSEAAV
RPL19A TOR yeast: modulators of TOR pathway RPL19A-GFP in S. cerevisiae | S. cerevisiae RPL19A-GFP strain, flow cytometry, 3 h; active compounds read low | percent response vs DMSO, % at 10 µM | 0.3% of 330,000 active;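 active means percent response vs DMSO below 50%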;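 further: median channel GFP fluorescence of the barcoded RPL19A-GFP strain; ratio of sample median GFP to plate DMSO average so 100% = DMSO; lower means less RPL19A-GFP as with rapamycin TOR inhibition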
proCasp7 act: counter-screen for procaspase-3 activators: activators of human procaspase-7; recombinant procaspase-7, Ac-DEVD-pNA absorbance 405 nm; D23A/D198A/D206A triple mutant, cannot self-cleave; scale: DMSO 0, 5 µM enzyme 100; 0.093% of 330,000 active; P55210; activation, % at 8.5 µM; AID 463210;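 active means percent activation above the screen-wide mean plus 3 SD, cut at about 25% in these data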
Target sequence (P55210 whole entry D23A/D198A/D206A): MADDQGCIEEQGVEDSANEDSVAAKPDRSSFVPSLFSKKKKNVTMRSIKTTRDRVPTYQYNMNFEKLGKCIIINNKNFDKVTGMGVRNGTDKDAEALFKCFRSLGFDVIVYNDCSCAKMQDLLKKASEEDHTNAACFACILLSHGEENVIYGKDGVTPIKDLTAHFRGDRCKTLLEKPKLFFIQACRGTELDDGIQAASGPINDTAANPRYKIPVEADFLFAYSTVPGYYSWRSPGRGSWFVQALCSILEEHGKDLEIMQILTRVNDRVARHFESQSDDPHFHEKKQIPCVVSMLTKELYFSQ
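buffer or medium = Zinc-free HEPES/NaCl buffer, pH 7.4 | material = Procaspase-7 triple mutant (PC-7 D3A) | input = 2 µM procaspase-7 mutant as dispensed | signal = Epi-absorbance of released pNA at 405 nm, two timepoints | timing = 1 h preincubation, 2 h reaction | replicates = singlicate compound testing | evaluation = % activation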
AHR act: activators of human aryl hydrocarbon receptor | activation, % at 5 µM | P35869 | 2.5% of 320,000 active | AHR-responsive luciferase reporter cells, luminescence; in the data active means activation above about 47%;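 further: 0% = vehicle wells and 100% = reference agonist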
LAP4 TOR yeast: alters LAP4-GFP fluorescence in TOR pathway yeast screen. AID 2023. S. cerevisiae LAP4-GFP multiplex, flow cytometry GFP, 3 h; median GFP as percent of DMSO wells. 0.34% of 320,000 active. GFP response vs DMSO, % at 10 µM;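 active means GFP response vs DMSO above a set limit, about the screen mean plus 3 SD, cut at about 150% in these data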
proCasp3 act: activates human procaspase-3. activation, % at 8.5 µM. 0.11% of 330,000 active. P42574. recombinant procaspase-3 D3A, Ac-DEVD-pNA absorbance 405 nm. AID 463141;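 active means activation above the mean of all tested compounds plus 3 SD, cut at about 21% in these data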;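 further: 0% = DMSO alone and 100% = DMSO wells spiked with extra 5 µM PC-3 D3A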
Target sequence (P42574 whole entry D9A/D28A/D175A): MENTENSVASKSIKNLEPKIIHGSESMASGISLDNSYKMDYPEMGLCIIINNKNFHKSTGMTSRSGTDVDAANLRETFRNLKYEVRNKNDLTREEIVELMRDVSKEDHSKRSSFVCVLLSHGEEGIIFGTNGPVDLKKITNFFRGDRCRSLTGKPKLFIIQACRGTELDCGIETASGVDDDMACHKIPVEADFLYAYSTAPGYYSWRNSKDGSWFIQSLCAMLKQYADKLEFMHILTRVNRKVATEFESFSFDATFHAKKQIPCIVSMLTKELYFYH
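System: Procaspase-3 D3A mutant. Medium: Zinc-free 300 mM NaCl, 50 mM HEPES, 0.01% Triton X-100. Schedule: 1 h preincubation plus 2 h reaction at 25 °C. Measured by: 405 nm absorbance of p-nitroaniline, reads at 0 and 120 min. Read-out: percent activation relative to control range.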
MEP2-GFP yeast: yeast TOR pathway MEP2-GFP modulation; S. cerevisiae MEP2-GFP strain, flow cytometry GFP, 3 h; 100% = DMSO control level; GFP response vs DMSO, % at 10 µM; 0.51% of 330,000 active;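 active means GFP response versus DMSO above a set limit, roughly screen mean plus 3 SD, cut at about 180% in these data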;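 further: median GFP fluorescence of the barcode-gated MEP2-GFP cells per well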
Starred values were filed as active, the others as inactive; i = inactive; nt = no result given; & = joins results of further samples; [ ] = another dose, or the depositor's remark. No enrichment for hits. About 3.8% of those tested had a hit in this group.

[1] CCN(CC)c1ccc(C(=O)c2ccccc2C(=O)O)c(O)c1
[2] CC(C)(C)c1ccc(S(=O)(=O)N2CCN(CC(O)COCC3CCCO3)CC2)cc1 (centres undefined)
[3] CC(C)n1c(-c2ccccc2F)n[nH]c1=S
[4] O=C(NCc1ccco1)c1cccc(NC(=O)c2ccccc2)c1
[5] O=C(CN1CCN(Cc2ccccc2Cl)C1=O)N1CCCCCC1
[6] CCN(C(=O)COC(=O)c1ccccc1O)c1cccc2ccccc12
screen / no.	1	2	3	4	5	6
AHR act	2	0	3	16	-2	0
GASC-1 inh	-19	nt	-18	-3	4	-4
RPL19A TOR yeast	102	91	111	98	96	102
proCasp7 act	-5	4	-8	9	8	10
CR mimetic SO	100	103	101	100	102	133
proCasp3 act	-5	4	-10	6	-4	12
MEP2-GFP yeast	105	95	112	100	95	112
LAP4 TOR yeast	104	91	109	88	98	99

[7] CCOc1ccc(N=Nc2ccc(O)c3ncccc23)cc1
[8] c1ccc2c(CCNc3ncnc4nc[nH]c34)c[nH]c2c1
[9] NC(=O)CN1C(=O)C(=O)N(Cc2ccccc2)C1=O
[10] CCNC(=S)Nc1ccc(Cl)c([N+](=O)[O-])c1
[11] Cc1cccc(Oc2ncnc3onc(C)c23)c1C
[12] Cc1nc2ccc(S(=O)(=O)NCC(=O)Nc3ccc(F)cc3)cc2s1
screen / no.	7	8	9	10	11	12
AHR act	nt	6	2	99*	9	3
GASC-1 inh	5	-4	10	0	2	3
RPL19A TOR yeast	102	97	100	99	77	102
proCasp7 act	nt	0	-3	2	-17	-1
CR mimetic SO	85	94	120	98	108	97
proCasp3 act	nt	2	-5	-1	-10	-4
MEP2-GFP yeast	110	94	108	98	101	113
LAP4 TOR yeast	100	93	95	105	89	98

[13] NC(=O)c1ccc(/C(N)=N/S(=O)(=O)c2cc(C(F)(F)F)cc(C(F)(F)F)c2)cc1
[14] Cc1cc(C)cc(N(C(=O)c2csnn2)C(C(=O)NC2CCCCC2)c2ccccn2)c1 (centres undefined)
[15] NNC(=O)c1ccc(COCC(F)(F)F)cc1
[16] O=C(CSc1nnc(COc2ccccc2Cl)o1)NC(=O)NC1CCCC1
[17] CCOC(=O)/C=C1\SC(C)C(=O)N1CC(=O)N(CCC#N)c1ccccc1 (centres undefined)
[18] O=C(NCC(=O)N(c1cccnc1)C(C(=O)NCc1ccco1)c1ccccc1)c1ccco1 (centres undefined)
screen / no.	13	14	15	16	17	18
AHR act	1	8	4	-4	0	4
GASC-1 inh	0	-5	0	4	3	0&2
RPL19A TOR yeast	99	96	100	96	103	97
proCasp7 act	3	-21	7	6	-11	-4
CR mimetic SO	100	101	112	78	111	106
proCasp3 act	0	-7	0	-2	6	6
MEP2-GFP yeast	102	94	106	104	97	99
LAP4 TOR yeast	109	95	140	99	114	nt

[19] O=C(C1CCC(CNc2c(N3CCCCC3)c(=O)c2=O)CC1)N1CCCC1 (centres undefined)
[20] COc1ccc(C2c3c(oc4ccccc4c3=O)C(=O)N2CCN2CCOCC2)cc1OC (centres undefined)
[21] O=C(O)CCC(=O)c1cccc2ccccc12
[22] N#Cc1cccc(NC(=O)CNC(=O)Cc2ccccc2)c1
[23] CCOC(=O)/C=C/C(=O)Nc1ccc(S(=O)(=O)N2CCc3ccccc32)cc1
[24] COc1ccc(-c2nnn(CC(=O)N(CCCO)C(C(=O)NC3CCCC3)c3ccc(F)cc3)n2)cc1 (centres undefined)
screen / no.	19	20	21	22	23	24
AHR act	1	-1	2	5	6	-1
GASC-1 inh	-8	3	3	-7	-18	-4
RPL19A TOR yeast	95	54	98	100	98	107
proCasp7 act	2	-15	2	-8	10	-2
CR mimetic SO	111	101	112	96	110	103
proCasp3 act	-5	-2	4	5	-5	8
MEP2-GFP yeast	95	188*	100	104	92	119
LAP4 TOR yeast	98	96	99	94	92	112

[25] O=C(COC(=O)/C=C/c1ccc(OC(F)F)cc1)Nc1ccc(N2CCOCC2)cc1
[26] Cc1ccc(S(=O)(=O)N2CCN(c3ccnc4cc(Cl)ccc34)CC2)cc1C
[27] O=C(Oc1ccccc1)c1c(Cl)cccc1P(=O)(O)O
[28] c1ccc(-c2nc(NCCCN3CCOCC3)c3ccccc3n2)cc1
[29] Cc1ccc(NCN2C(=O)C(=O)c3ccccc32)nc1
[30] CCc1c(O)nc(SCC(=O)Nc2nc3ccccc3s2)n(C2CCCCC2)c1=O
screen / no.	25	26	27	28	29	30
AHR act	-1	0	1	14	4	6
GASC-1 inh	-6	2	-11	-11	1	5
RPL19A TOR yeast	95	91	96	100	103	96
proCasp7 act	7	-2	4	-4	-6	0
CR mimetic SO	81	99	101	88	101	99
proCasp3 act	4	-3	4	0	-5	1
MEP2-GFP yeast	98	100	103	102	100	99
LAP4 TOR yeast	99	101	106	103	91	101

[31] O=C(NCCn1cccn1)C1CCC(=O)N(CCc2cccc(F)c2)C1 (centres undefined)
[32] CNC(=O)c1ccc(Nc2nnc(C)c3ccccc23)cc1
[33] Cc1c(C(=O)N/N=C/c2c(O)ccc3ccccc23)nnn1-c1nonc1N
[34] CCOc1ccccc1OCCOCCN1CC(C)OC(C)C1 (centres undefined)
[35] C=CCOn1c(=O)c(-c2ccc(Br)cc2)[n+]([O-])c2ccccc21
[36] Cc1ccc(N(Cc2ccc(C(=O)Nc3c(C)n(C)n(-c4ccccc4)c3=O)cc2)S(C)(=O)=O)cc1C
screen / no.	31	32	33	34	35	36
AHR act	nt	-5	7	0	45	0
GASC-1 inh	0	4	15	-9	159	28
RPL19A TOR yeast	105	98	103	98	101	85
proCasp7 act	nt	9	-8	4	7	6
CR mimetic SO	118	93	97	91	82	112
proCasp3 act	nt	-5	-8	-2	4	-11
MEP2-GFP yeast	97	94	100	99	103	100
LAP4 TOR yeast	86	98	94	96	89	90

[37] Cc1[nH]n(-c2ccc([N+](=O)[O-])cc2)c(=O)c1C=NCCc1ccc(S(N)(=O)=O)cc1
[38] COC(=O)c1cnc(NNC(=O)c2ccc([N+](=O)[O-])cc2)nc1C(F)(F)F
[39] Cc1ccc(C(=O)N[C@H](C(=O)OCC(=O)Nc2cccc(S(N)(=O)=O)c2)C(C)C)cc1
[40] CN(Cc1ccccc1)S(=O)(=O)c1ccc2c(c1)CCC(=O)N2
[41] Cc1ccc(S(=O)(=O)Nc2cc(-c3ccccc3)nn2C)cc1Cl
[42] Cc1ccnc(SCC(=O)Nc2cccc(S(=O)(=O)N3CCOCC3)c2)n1
screen / no.	37	38	39	40	41	42
AHR act	-1	4	7	0	-3	-1
GASC-1 inh	2	-1	-7	1	9	0
RPL19A TOR yeast	97	97	99	99	104	95
proCasp7 act	-2	-9	-2	12	1	1
CR mimetic SO	115	118	92	104	119	103
proCasp3 act	-8	-13	3	4	7	1
MEP2-GFP yeast	102	89	105	87	109	102
LAP4 TOR yeast	92	102	104	93	111	96

[43] CN(Cc1ccco1)S(=O)(=O)c1ccc(CN2C(=O)c3cccnc3C2=O)s1
[44] CC1CCCN(c2ncnc3c2cnn3-c2ccc(Cl)cc2)C1 (centres undefined)
[45] CC(=O)c1ccc(NC(=O)C2(S(=O)(=O)c3ccccc3)CC2)cc1
[46] O=C(O)c1c[nH]c2ccc(S(=O)(=O)N3CCOCC3)cc12
[47] c1ccc(-c2cc(-c3nnc4n3N=C(c3ccc5ccccc5c3)CS4)[nH]n2)cc1
[48] Cn1c(C(O)c2ccc(Br)cc2)nc(Cl)c1Cl (centres undefined)
screen / no.	43	44	45	46	47	48
AHR act	0	-3	2	1	26	61*
GASC-1 inh	-3	1&-3	-8	-6	8	-1
RPL19A TOR yeast	100	96	100	15*[may fluoresce violet]	100	95
proCasp7 act	-1	3	6	-2	-2	5
CR mimetic SO	122	101	100	125	102	99
proCasp3 act	-11	12	-4	12	7	-3
MEP2-GFP yeast	100	100	122	252*[may fluoresce violet]	101	95
LAP4 TOR yeast	97	104	120	79[may fluoresce violet]	100	109

[49] NC(=O)C1CCN(CC(O)COc2ccc(-c3ccccc3)cc2)CC1 (centres undefined)
[50] COc1ccc(-c2nnc3ccc(SCC(=O)NCC4CCCO4)nn23)cc1 (centres undefined)
[51] O=C(COc1ccc(Cl)cc1)Nc1cccc(-c2ccc(N3CCOCC3)nn2)c1
[52] CC1(C)CC(=O)C=C(NCC2CCCO2)C1 (centres undefined)
[53] Cn1cc(CN2CCC(C(O)c3cccs3)CC2)c(-c2cccc(Cl)c2)n1 (centres undefined)
[54] COc1cc(NC(=O)CN(c2ccc(C)cc2)S(=O)(=O)c2c(C)noc2C)cc(OC)c1
screen / no.	49	50	51	52	53	54
AHR act	nt	-1	0	-1	-1	21
GASC-1 inh	-11	-10	-2	1	-2	7
RPL19A TOR yeast	102	100	100	98	97	94
proCasp7 act	nt	6	0	5	2	8
CR mimetic SO	79	82	98	107	86	108
proCasp3 act	nt	-5	12	-12	-1	4
MEP2-GFP yeast	104	104	97	107	93	95
LAP4 TOR yeast	92	100	116	111	112	104

[55] CCOC(=O)C1CCCN(S(=O)(=O)Cc2ccccc2Cl)C1 (centres undefined)
[56] COC(=O)c1cc(S(=O)(=O)N2CCC(C)CC2)ccc1F
[57] CC1(C)N=C(SCC(=O)Nc2ccc(Cl)cc2Cl)C(c2ccccc2)=N1
[58] CCCC(=O)c1ccc(N2CCCCC2)c(F)c1
[59] COc1ccc(-c2noc(CSc3nnc(Cc4ccccc4)n3-c3cccc(C)c3)n2)cc1OC
[60] CCCCN1C(=O)/C(=C/C=C2/C=Cc3ccccc3N2CC)SC1=S
[61] COc1cc(/C=N/NS(=O)(=O)c2ccccc2)ccc1OS(=O)(=O)c1ccc(C)cc1
[62] CCCc1cc(=O)oc2cc(C)cc(OCC(=O)Nc3ccc(CN4CCOCC4)cc3)c12
screen / no.	55	56	57	58	59	60	61	62
AHR act	0	-2	0	-2	1	1	1	2
GASC-1 inh	6	-5	-2	-8	i	2	-3	-14
RPL19A TOR yeast	99	93	99	101	102	101	110	28*[may fluoresce violet]
proCasp7 act	0	-10	3	-4	-8	-2	-7	5
CR mimetic SO	95	94	78	76	90	120	111	99
proCasp3 act	0	0	9	0	12	-5	-1	2
MEP2-GFP yeast	104	99	100	91	103	96	133	271*[may fluoresce violet]
LAP4 TOR yeast	96	96	104	97	99	95	117	61[may fluoresce violet]
